Source: PubChem BioAssay
Rab9 prom act = activators of Rab9 promoter | Potency, µM (series often up to 9.22 µM), for the others: top-dose activation, negative = inhibition, actives largely listed as activators | Huh7 Rab9 promoter-luciferase reporter, luminescence, 24 h | actives 2.8% (n = 320,000); further: % of control where 0% means no effect; nearly all actives have a fitted effect of over 60% in size
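Cells were plated at 1500 per well in reduced-serum medium with 10% FBS and left 2 h. Compound in DMSO was then added for 24 h at 37 °C. Reporter signal was read by luminescence after 10 min with luciferase detection reagent.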
NPC1 promoter act = activators of NPC1 promoter | Huh7 NPC1 promoter luciferase reporter, 24 h | Potency, µM (series often up to 9.22 µM), for inactives: at the highest dose activation, usual class: activators | actives 2.4% (n = 320,000);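 further: % of control where 0% means no effect; nearly all actives have a fitted effect of over 60% in size; reporter is driven by a mutant NPC1 promoter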
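Stably transfected Huh7 (NPC1 promoter→luciferase), 1500 cells/well in Opti-MEM + 10% FBS, 2 h settle, then compound 24 h at 37 °C. Luminescence after 10 min with Amplite reagent.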
p53 reactivator = mutant p53 re-activation in reporter cells. H1299 p53-A138V BP100-luciferase reporter, luminescence, 24 h. Potency, µM (top dose mostly 92.2 µM), without a hit: at the highest dose activity change, positive = activation, usual class: activators. actives 0.063% (n = 320,000). AID 504706; further: % of control where 0% means no effect; nearly all actives have a fitted effect of over 45% in size
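p53-null H1299 cells stably carrying temperature-sensitive p53-A138V and a BP100-luciferase reporter were pinned with compounds (4-point, 1:5 series) and held 24 hrs at 37 deg C. Luminescence was read 10 min after detection reagent.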
uPA surface inh = blocks generation of uPA at the cell surface; cell surface uPA generation assay, qHTS; Potency, µM (top dose mostly 38.3 µM), for inactives: at the top dose activity change, negative = inhibition, most hits filed as inhibitors; actives 0.31% (n = 330,000); AID 540303; active means well fitted inhibition curve with a large enough effect; inconclusive means small, poorly fitted or top-dose-only effect; inactive means no such curve, though single readings can be large or run the other way; tested in mouse RAW 264.7 cells; further: on the % scale 0 is the no-effect control and ±100 the full control effect; nearly all actives have a fitted effect of over 55% in size
ELG1 genotox = induces genotoxicity in HEK293T cells with luciferase-tagged ELG1 | HEK293T ELG1-luciferase reporter, luminescence, 16 h | actives 1.3% (n = 330,000) | Potency, µM (doses to about 46 µM), for the others: top-dose activity change, positive = activation, most hits filed as activators; further: % of control where 0% means no effect; nearly all actives have a fitted effect of over 60% in size
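Genotoxicity was scored as increased ELG1-luciferase reporter signal, measured by ONE-Glo luminescence (30 min, room temperature). Compound or vehicle exposure of the HEK293T reporter cells lasted 16 hr at 37°C.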
MLL CXXC-DNA inh = blocks binding of human MLL CXXC domain to DNA; Q03164; MLL-CXXC / FITC-HOXA9 DNA fluorescence polarization; Potency, µM (highest dose often 115 µM), for the others: at the highest dose activity change, negative = inhibition, most hits filed as inhibitors; actives 0.037% (n = 290,000); AID 2662; active means well fitted inhibition curve with a large enough effect in the polarisation, with a control signal flat, not every such curve was filed as active; inconclusive means small, poorly fitted or top-dose-only effect, or effect the other way, or a change in a side signal; inactive means no such curve, though single readings can be large or run the other way; the % refers to the polarisation
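Fluorescence polarization: 7 uM MLL-CXXC (stock) preincubated 5 min with compounds, then 50 nM fluorescein-HOX-A9 DNA (stock) added; 30 min ambient. Buffer 50 mM Tris-HCl pH 7.5, 50 mM NaCl, 1 mM DTT, 0.05% BSA.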
Gal4-VP16 FLuc = inhibits Gal4-VP16 luciferase reporter, ROR gamma counter-screen; Drosophila S2 Gal4-VP16 UAS-luciferase, luminescence, 20 h; Potency, µM (top dose mostly 53.6 µM), for inactives: at the highest dose activity, negative = inhibition, actives largely listed as inhibitors; actives 3.5% (n = 310,000);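 further: Gal4-VP16 expression switched on by copper sulfate through the metallothionein promoter; on the % scale 0 is the no-effect control and ±100 the full control effect; nearly all actives have a fitted effect of over 50% in size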
BRCA1 expr act = increases BRCA1 expression | MCF7-BRCA1-FFLuc reporter, luminescence, 48 h; response scale: scaled: vehicle 0%, 10 µM genistein 100% | Potency, µM (highest dose often 46.1 µM), inactives show at the top dose activation, actives largely listed as activators | actives 1.1% (n = 380,000) | AID 624202; further: nearly all actives have a fitted effect of over 80% in size; some results filed as inactive show a strong effect at the top dose
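First, MCF7-BRCA1-FFLuc cells (2000/well) attach for 2 h; next, compounds are pin-added and incubated 48 h at 37 °C; finally, luciferase reagent is added and luminescence read after 15 min.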
MBNL1 CUG block = blocks human MBNL1 binding to CUG repeat RNA; Potency, µM (doses to about 57.5 µM), for the others: at the top dose activity change, negative = inhibition, most hits filed as inhibitors; AID 2675; TR-FRET MBNL1-His/biotin-(CUG)12 binding, 665/545 ratio; actives 0.036% (n = 280,000); active means well fitted inhibition curve with a large enough effect in the signal ratio, with a control signal flat, not every such curve was filed as active; inconclusive means small, poorly fitted or top-dose-only effect, or effect the other way, or a change in a side signal; inactive means no such curve, though single readings can be large or run the other way; the % refers to the signal ratio; further: on the % scale 0 is the no-effect control and ±100 the full control effect
Target sequence (Q9NR56 whole entry, looked up): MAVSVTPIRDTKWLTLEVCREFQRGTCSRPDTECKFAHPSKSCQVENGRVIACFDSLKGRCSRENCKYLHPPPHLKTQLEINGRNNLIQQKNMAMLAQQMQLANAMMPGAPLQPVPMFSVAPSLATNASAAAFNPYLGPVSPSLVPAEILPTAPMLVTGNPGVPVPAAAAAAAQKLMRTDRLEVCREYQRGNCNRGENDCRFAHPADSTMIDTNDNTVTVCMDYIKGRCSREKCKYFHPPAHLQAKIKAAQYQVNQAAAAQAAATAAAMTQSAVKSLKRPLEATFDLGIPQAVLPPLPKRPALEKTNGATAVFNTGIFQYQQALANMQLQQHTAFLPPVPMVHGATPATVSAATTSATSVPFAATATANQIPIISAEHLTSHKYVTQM
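MBNL1-His + Biotin-(CUG)12, cpd titration 92 nM–58 uM; Tb anti-His Ab 0.055 ng/ul, SA-XL665 5 nM (final); 60 min RT; ratiometric 665/545 nm, Ex 340 nm; normalized to buffer and full-complex controls.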
FLuc counter = counter-screen for miR-21 project: firefly luciferase inhibitors or activators; actives 6.9% (n = 360,000); Potency, µM (series often up to 57.5 µM), for inactives: at the top dose activity change, negative = inhibition, usual class: inhibitors; purified FLuc, Km substrates, luminescence inhibition; P08659;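 further: plate controls were vehicle for no effect and reference inhibitor for full effect; nearly all actives have a fitted effect of over 55% in size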
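Biochemical qHTS of compounds, final roughly 60 µM downward over six points, against 10 nM purified firefly luciferase using Km concentrations of substrates (10 uM D-luciferin, 10 uM ATP) in Tris acetate pH 7.5 buffer; luminescence output.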
RORgamma inh = inhibitors of mouse ROR gamma transcriptional activity; P51450; Drosophila S2 Gal4-RORgamma UAS-luciferase reporter, 20 h; Potency, µM (doses to about 53.6 µM), for inactives: at the highest dose activity change, negative = inhibition, hits mostly inhibitors; actives 5.4% (n = 310,000); AID 2551; further: on the % scale 0 is the no-effect control and ±100 the full control effect; nearly all actives have a fitted effect of over 60% in size
Target sequence (P51450 whole entry, looked up, the tested form may be a part): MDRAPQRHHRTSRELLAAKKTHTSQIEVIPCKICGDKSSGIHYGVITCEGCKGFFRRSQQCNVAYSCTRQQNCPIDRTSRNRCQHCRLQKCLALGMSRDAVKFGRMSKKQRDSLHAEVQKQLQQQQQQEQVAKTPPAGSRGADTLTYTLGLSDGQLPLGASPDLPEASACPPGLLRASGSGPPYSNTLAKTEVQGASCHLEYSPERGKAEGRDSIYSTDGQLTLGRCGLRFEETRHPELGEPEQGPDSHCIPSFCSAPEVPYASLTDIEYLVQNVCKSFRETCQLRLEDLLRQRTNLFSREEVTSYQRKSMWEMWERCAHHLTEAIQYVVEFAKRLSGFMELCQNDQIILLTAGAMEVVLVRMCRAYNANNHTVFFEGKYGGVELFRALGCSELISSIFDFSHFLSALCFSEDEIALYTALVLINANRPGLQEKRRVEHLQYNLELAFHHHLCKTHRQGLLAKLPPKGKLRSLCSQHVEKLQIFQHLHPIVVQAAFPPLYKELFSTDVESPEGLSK
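Stably transfected Drosophila Schneider cells are the test system, with ROR gamma fused to Gal4 and luciferase under UAS control; luminescence is read after 20 hr of 700 uM copper sulfate induction at ambient temperature.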
The depositor's hits bear a star; ? = inconclusive; nt = not tested or not shown; & = joins results of further samples; [ ] = another dose, or the depositor's remark. Unless noted, the call rests on the fitted dose curve; in most records, active means well fitted curve in the direction sought with a large enough effect; inconclusive means small, poorly fitted or top-dose-only effect, or another doubt; inactive means no such curve, though single readings can be large; an effect the other way counts as inactive or inconclusive. Potency means the concentration at half of the fitted maximal effect.

molecule	uPA surface inh	ELG1 genotox	MBNL1 CUG block	Rab9 prom act	FLuc counter	Gal4-VP16 FLuc	BRCA1 expr act	MLL CXXC-DNA inh	RORgamma inh	p53 reactivator	NPC1 promoter act
COc1ccccc1C=NC(CO)C(O)c1ccc([N+](=O)[O-])cc1 (stereo not drawn)	-5%	-1%	14%	2%	-2%	-10%	-16%	-3%	3%	-8%	2%
Cc1cc(C)n(CCC(=O)N2CCCC(N3CCN(c4cccc(Cl)c4)CC3)C2)n1 (stereo not drawn)	?	-19%	-6%	6%	2%	-29%	-23%	2%	?	-15%	-3%
O=C(NNC(=O)c1ccc(-n2cncn2)c([N+](=O)[O-])c1)c1ccccc1	3%	2%	nt	-1%	-8%	nt	2%	nt	nt	16%	1%
CC(Oc1ccccc1Cl)C(=O)Nc1ccccc1C(=O)N1CCOCC1 (stereo not drawn)	-3%	-4%	7%	-5%	0%	4%	2%	3%	-23%	-13%	3%
c1cnc(NC2C3CC4CC(C3)CC2C4)nc1 (stereo not drawn)	12%	-2%	-9%	-2%	-12%	-10%	3%	-5%	-17%	1%	6%
Cc1ccc(NC(=O)c2ccc([N+](=O)[O-])o2)cc1S(=O)(=O)N1CCOCC1	-17%	-14%	?	-28%	6%	-21%	-85%[inhibitor]	-1%	-15%	-10%	-14%
CC1CCCCC1NC(=O)Cn1cccc1C(=O)c1ccccc1 (stereo not drawn)	5%	5%	0%	-1%	-19%	6%	0%	0%	-3%	3%	-2%
CCCN(CCC)C(=O)c1cc2c(=O)n3cccc(C)c3nc2s1	3%	-2%	?	-5%	-1%&-4%	6%	-23%	-18%	37%	-3%	-1%

Other compounds.
molecule	uPA surface inh	ELG1 genotox	MBNL1 CUG block	Rab9 prom act	FLuc counter	Gal4-VP16 FLuc	BRCA1 expr act	MLL CXXC-DNA inh	RORgamma inh	p53 reactivator	NPC1 promoter act
O=c1c2ccccc2c(C=Nc2cccc(O)c2)c(O)n1-c1ccc2c(c1)OCO2	-6%	7%	-8%	-12%	3%	?	-79%[inhibitor]	4%	?	-33%[inhibitor]	-11%
Cc1cc(C)cc(NC(=O)CN2C(=O)c3ccccc3C2=O)c1	1%	1%	4%	-2%	-1%	0%	-31%	-3%	7%	nt	0%
COC(=O)C1=C(O)/C(=C\c2ccc(OCC(=O)Nc3ccccc3)cc2)N=C1C	-8%	3%	4%	-2%	24µM*	3%	1%	0%	-2%	16%	-2%
COc1ccccc1Nc1ncc(C(C)=O)c(C)n1	-7%	?	-6%	?	?	10%	10µM*	0%	-19%	?	29%
CCOC(=O)C1CCN(Cc2c(C(=O)N3CCOCC3)nc3c(C)cccn23)CC1	-1%	10%	1%	-4%	3%	-7%	5%	0%	-5%	18%	1%
COc1cccc(CNC(=O)C2CCCN(S(=O)(=O)c3ccc4c(c3)C(C)(C)C(=O)N4C)C2)c1 (stereo not drawn)	14%	-2%	-4%	0%	-1%	-3%	-21%	-1%	8%	2%	-2%
CC12CCC(=O)N1C(C(=O)Nc1nc3ccccc3s1)CS2 (stereo not drawn)	-8%	-1%	nt	-5%	-1%	nt	32%	nt	nt	?	-5%
Cc1ccc(Cl)cc1NC(=O)c1ccc(Cn2cc(Cl)cn2)cc1	-6%	-1%	?	-3%	?	?	-64%	-3%	22%	-9%	-2%

The list continues:
molecule	uPA surface inh	ELG1 genotox	MBNL1 CUG block	Rab9 prom act	FLuc counter	Gal4-VP16 FLuc	BRCA1 expr act	MLL CXXC-DNA inh	RORgamma inh	p53 reactivator	NPC1 promoter act
C(=N\Nc1nc2ccccc2[nH]1)/c1ccccn1	?	-24%	9%	?	0.34µM*	1.1µM*	-85%[inhibitor]	0%	0.56µM*	?	?
CCOCCCNC(=S)N(CCO)Cc1cc2cc3c(cc2[nH]c1=O)OCCO3	?	2%	?	-3%	-2%	12%	2%	0%	1%	nt	-2%
CN(C)S(=O)(=O)c1ccc(C(=O)Nc2ccccc2F)cc1	nt	4%	-5%	1%	-8%	13%	19%	4%	28%	8%	6%
CCOC(=O)c1cnn(-c2ccccc2)c1-n1cccc1C(=O)C(=O)Nc1ccccc1	-4%	4%	0%	11%	-16%	-13%	4%	-9%	24%	11%	14%
O=C(C1=C[C@@H](c2csc3ccccc23)C[C@@H](OCc2ccc(CO)cc2)O1)N1CCN(Cc2ccc3c(c2)OCO3)CC1	?	-11%	2%	-2%	-1%	-1%	-53%	-2%	15%	-6%	-4%
CCc1ccc(OCC(O)CN2CCC(CN3C(=O)c4cccc5cccc(c45)C3=O)CC2)cc1 (stereo not drawn)	3%	-10%	7%	-4%	1%	-14%	-4%	2%	-21%	0%	0%
CCOc1ccc(NCCC(O)c2ccc(F)cc2)cc1 (stereo not drawn)	2%	1%	-10%	4%	-7%	-2%	31%	-10%	-34%	-2%	10%
COc1ccc(NC(=O)C(NC(=O)CC2NC(=O)NC2=O)c2ccccc2)cc1 (stereo not drawn)	1%	-5%	-6%	-1%	-2%	-1%	-4%	0%	8%	2%	-6%

Next structures follow:
molecule	uPA surface inh	ELG1 genotox	MBNL1 CUG block	Rab9 prom act	FLuc counter	Gal4-VP16 FLuc	BRCA1 expr act	MLL CXXC-DNA inh	RORgamma inh	p53 reactivator	NPC1 promoter act
O=C(Nc1ccccc1)OCN1C(=O)c2ccccc2C1=O	0%	11%	21%	2%	?	5%	-1%	10%	15%	4%	1%
COc1ccc(-c2nnc(SC(C)C(=O)Nc3ccc4c(c3)OCCO4)o2)cc1 (stereo not drawn)	?	5.8µM*	-2%	?	?	-2%[0.365 µM]	10µM*	16%	35%	?	18%
FC(F)(F)c1nnc(-c2ccccc2)nc1N1CCCC1	1%	0%	-2%	-11%	5%	6%	-14%	9%	-2%	-1%	0%
CCOC(=O)c1csc(NC(=O)c2cc(OC)c(OC)c(OC)c2)n1	0%	2%	9%	-4%	-3%	-11%	-34%	12%	-9%	-34%[inhibitor]	-4%
O=C(COC(=O)c1cc(-c2cccs2)nn1-c1ccccc1)Nc1cccc([N+](=O)[O-])c1	3%	0%	nt	5%	0%	-15%	15%	6%	7%[10 µM]	-6%	2%
COc1cc(Br)cc2cc(C(=O)N3CCCCC3C)c(=O)oc12 (stereo not drawn)	-2%	-4%	2%	4%	1%	3%	-16%	8%	-12%	-8%	-3%
COc1cc(NC(=O)CCCl)cc(-n2cnnn2)c1	-3%	2%	-3%	-3%	2%	-1%	-34%	-5%	2%	5%	-2%
COC(=O)c1cc(S(=O)(=O)NCC2CCN(Cc3ccc(Cl)cc3)CC2)c[nH]1	-8%	-8%	5%	0%	4%	?	-18%	-2%	-7%	-4%	-1%

The listing continues:
molecule	uPA surface inh	ELG1 genotox	MBNL1 CUG block	Rab9 prom act	FLuc counter	Gal4-VP16 FLuc	BRCA1 expr act	MLL CXXC-DNA inh	RORgamma inh	p53 reactivator	NPC1 promoter act
C=CCN(c1ccccc1)S(=O)(=O)c1ccc(Cl)c(C(=O)OCC(=O)NCCCN2CCCC2=O)c1	-7%	0%	-4%	-4%	-2%	1%	-7%	7%	7%	-1%	-4%
N=c1oc2ccccc2cc1C(=O)NC1CCCCCC1	-6%	?	14%	-46%[inhibitor]	4.8µM*	?	4.5µM*	17%	?	6%	?
CCOc1ncccc1C(=O)OCC(=O)N1CCN(S(=O)(=O)c2ccc(Cl)cc2)CC1	-1%	1%	-2%	0%	0%	-11%	3%	9%	3%	-4%	2%
O=C1CC(c2ccccc2)CN1C(=O)c1cncc(Br)c1 (stereo not drawn)	5%	2%	-10%	-5%	6%	-2%	-7%	-1%	7%	0%	-2%
CC(C)(C)c1cccc(Cn2nnc3ccccc32)c1O	-4%	-3%	nt	-3%	-13%	nt	6%	nt	nt	-2%	3%
CN1C(=S)N2CCCN2C1c1ccccc1 (stereo not drawn)	-3%	1%	1%	0%	-1%	-4%	3%	-4%	11%	1%	-8%
Cc1c(NC2=NC(C)(C)Cc3ccccc32)c(=O)n(-c2ccccc2)n1C	11%	2%	-11%	-3%	2%	-8%	4%	10%	-10%	-11%	-1%
Cc1ccc(S(=O)(=O)CCN2C=CC(C(F)(F)F)=NCC2)cc1	2%	-1%	nt	1%	0%	-7%	6%	26%	-40%	-3%	8%
COc1ccc([C@H]2CC(=O)C=C(c3cc(Cl)cc(Cl)c3)C2)cc1	-4%	-2%	nt	-7%	-1%	nt	1%	nt	nt	21%	-2%
CCOc1ccccc1-c1cc(-c2ccc(OC)cc2)nc2c1c(=O)n(C)c(=O)n2C	2%	3%	2%	-6%	0%	4%	-3%	-7%	-2%	-1%	-1%

An excerpt; rates above refer to the full screens.
